PAFAH2 FP inh – PAFAH2 enzyme inhibitors, primary screen, biochemical, fluorescence polarization, human; Platelet-activating factor acetylhydrolase 2, cytoplasmic (Homo sapiens), Q99487; recombinant PAFAH2, FP-rhodamine activity probe; inhibition, % at 3.39 µM; actives 0.99% (n = 340,000);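 active = inhibition above the mean over all tested compounds plus 3 SD, cut at about 30% in these data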;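 also: inhibitors block probe labeling of enzyme so polarization drops; 0% = enzyme with DMSO and 100% = wells lacking PAFAH2 protein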
PAD4 inh – human PAD4 inhibitors, primary screen, biochemical, fluorescence polarization, 1536-well format. Protein-arginine deiminase type-4 (Homo sapiens), Q9UM07. recombinant PAD4, RCA probe fluorescence polarization. inhibition, % at 6.36 µM. actives 0.41% (n = 330,000). AID 485272, 2010;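 active = percent inhibition above a cutoff equal to the mean of all tested compounds plus 3 SD, cut at about 15% in these data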;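 also: 0% = PAD4 with RCA probe and DMSO and 100% = probe without PAD4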
PREPL inhibitor – PREPL enzyme inhibitors, primary screen, biochemical, fluorescence polarization | Prolyl endopeptidase-like (Homo sapiens), Q4J6C6 | recombinant PREPL, fluorescence polarization activity-based probe | actives 0.68% (n = 320,000) | inhibition, % at 5.96 µM; in the data active = inhibition above about 43%;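 also: 0% = enzyme with DMSO and 100% = wells lacking enzyme; many of its hits are not listed in these tables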
LYPLA1 counter – LYPLA1 inhibitors, primary screen, counter-screen for PME1 inhibitor project, biochemical, fluorescence polarization, FP-Rh probe ABPP; Acyl-protein thioesterase 1 (Homo sapiens), O75608; recombinant LYPLA1; inhibition, % at 5.9 µM; actives 0.16% (n = 320,000); AID 2174, 2009;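 active = inhibition above the mean of all tested compounds plus 3 SD, set per campaign, cut at about 14% in these data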;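 also: inhibitors block serine hydrolase probe labeling of LYPLA1 so polarization falls; 0% = enzyme with DMSO and 100% = wells lacking LYPLA1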
PAFAH1B2 FP inh – PAFAH1B2 enzyme inhibitors, primary screen, biochemical, fluorescence polarization, human. Platelet-activating factor acetylhydrolase IB subunit alpha2 (Homo sapiens), P68402. recombinant PAFAH1B2, FP-rhodamine activity probe. inhibition, % at 3.39 µM. actives 1.2% (n = 340,000);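 active = inhibition above the mean of all tested compounds plus 3 SD, cut at about 24% in these data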;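 also: 0% = enzyme with DMSO and 100% = wells lacking PAFAH1B2; many of its hits are not listed in these tables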
GSTO1 inh – inhibitors of recombinant GSTO1, primary screen, counter-screen for RBBP9 inhibitor project, biochemical, fluorescence polarization; activity-based probe fluorescence polarization; AID 1974, 2009; Glutathione S-transferase omega-1 (Homo sapiens), P78417; actives 1.1% (n = 300,000); inhibition, % at 5.96 µM;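 active = inhibition above the campaign mean inhibition plus 3 SD, cut at about 35% in these data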;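 also: 0% = GSTO1-1 with DMSO and 100% = wells lacking GSTO1-1 enzyme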
LYPLA2 counter – LYPLA2 inhibitors, primary screen, counter-screen for PME1 inhibitor project, biochemical, fluorescence polarization, FP-Rh probe ABPP; Acyl-protein thioesterase 2 (Homo sapiens), O95372; recombinant LYPLA2; inhibition, % at 5.9 µM; actives 0.38% (n = 320,000); AID 2177, 2009;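 active = inhibition above the screen-wide mean plus 3 SD, limit set per campaign, cut at about 26% in these data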;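 also: 0% = LYPLA2 with DMSO and 100% = wells lacking LYPLA2 enzyme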
pPAFAH FP inh – pPAFAH enzyme inhibitors, primary screen, biochemical, fluorescence polarization, human; recombinant pPAFAH, FP-rhodamine probe fluorescence polarization; Platelet-activating factor acetylhydrolase (Homo sapiens), Q13093; inhibition, % at 3.39 µM; actives 1.5% (n = 330,000);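 active = inhibition above the mean inhibition across the screen plus 3 SD, cut at about 25% in these data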;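 also: inhibitors block binding of the rhodamine activity-based probe so polarization drops; 0% = enzyme with DMSO and 100% = wells lacking pPAFAH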
PAFAH1B3 FP inh – PAFAH1B3 enzyme inhibitors, primary screen, biochemical, fluorescence polarization, human. Platelet-activating factor acetylhydrolase IB subunit alpha1 (Homo sapiens), Q15102. recombinant PAFAH1B3, FP-rhodamine probe. inhibition, % at 3.39 µM. actives 0.28% (n = 340,000);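 active = inhibition above the screen-wide average of all tested compounds plus 3 SD, cut at about 25% in these data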;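 also: 0% = enzyme with DMSO only and 100% = wells lacking PAFAH1B3 protein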
Starred values were filed as active, the others as inactive; . = no result given. Only part of the results is shown; count on the stated rates, not on these rows.

The line under a structure holds: PAFAH2 FP inh | PAD4 inh | PREPL inhibitor | LYPLA1 counter | PAFAH1B2 FP inh | GSTO1 inh | LYPLA2 counter | pPAFAH FP inh | PAFAH1B3 FP inh
1) COc1ccccc1N1CCN(C(=O)CCCC2=NS(=O)(=O)c3ccccc3N2)CC1
 : -11 | -4 | 2 | -1 | -2 | 9 | 4 | 4 | 0
2) O=C(NC1CCSC1)c1cccc(Cl)c1 (centres undefined)
 : -4 | -1 | 1 | -1 | -2 | 7 | -3 | 1 | 0
3) O=[N+]([O-])c1ccc(/C=C2\CCC(C3=CCCC3)=C2N2CCOCC2)cc1
 : 3 | -1 | 16 | 3 | 2 | -2 | 2 | 9 | 1
4) CCOC(=O)c1ccc(NC(=S)N(CCN(C)C)C(C)c2ccncc2)cc1 (centres undefined)
 : 1 | -2 | -16 | -1 | -2 | -2 | 0 | 6 | 2
5) CS(=O)(=O)N(CC(=O)Nc1ccccc1F)C1CCCCC1
 : 3 | 1 | 11 | -1 | 4 | 15 | -1 | -3 | 5
6) COc1ccc(CNC(=O)OCCN2CCN(Cc3ccccc3)CCC2=O)cc1
 : -3 | 3 | 13 | 3 | 3 | 21 | 1 | 1 | -6
7) Nn1cnc2scc(-c3cccs3)c2c1=O
 : -1 | -1 | 14 | -1 | 3 | 7 | -12 | -9 | 6
8) COC(=O)c1ccccc1C(=O)N1CCC(CCC(=O)NC2CC2)CC1
 : 5 | 1 | -8 | -3 | 4 | 3 | -2 | 6 | 13
9) CC1CCCCC12NC(=O)N(CC(=O)c1ccc3c(c1)OCO3)C2=O (centres undefined)
 : 6 | 0 | 4 | -1 | 7 | 6 | 0 | 4 | 6
10) O=C(Cn1c(NCCO)nc2ccccc21)c1ccc([N+](=O)[O-])cc1
 : -12 | 1 | 6 | 6 | 3 | 2 | 14 | 4 | 2
11) CC(NC(=O)c1ccccc1Br)c1ccc2c(c1)CCCC2 (centres undefined)
 : 2 | -1 | -2 | 2 | 3 | -2 | 3 | 7 | 3
12) CCOc1cc(S(=O)(=O)N(CC)CC)ccc1Cl
 : 5 | 0 | -6 | 1 | 3 | -4 | -4 | 2 | 12
13) COC(CNC(=O)C(=O)NCC1CCCN1S(=O)(=O)c1cccs1)OC (centres undefined)
 : -5 | 1 | 10 | 0 | 0 | 2 | 0 | -4 | -6
14) Cc1cc(C)nc(N2CCCC(C(=O)NCCc3cccc(F)c3)C2)n1 (centres undefined)
 : -4 | 0 | 10 | 0 | 0 | 2 | 3 | 1 | -2
15) O=C1NC(=O)N(c2ccccc2)C1=O
 : 7 | 5 | -1 | -1 | 0 | 3 | 5 | -1 | 1
16) c1cncc(-c2noc(-c3cccc4ccccc34)n2)c1
 : 3 | -2 | 3 | -9 | 8 | 2 | 2 | 9 | 7
17) CC1(C)Cc2c(cnn2-c2ccc(F)cc2)C(NC(=O)Cn2cncn2)C1 (centres undefined)
 : 4 | -5 | -2 | -2 | -2 | 6 | 2 | 6 | 7
18) COc1ccc(C2OC(=O)C(C)(C)C(=O)C2(C)C)cc1OC (centres undefined)
 : 1 | 0 | -3 | 2 | 9 | 8 | 8 | 11 | 3
19) Cc1cc(NC(=O)CSc2nnc(-c3ccc([N+](=O)[O-])cc3)o2)no1
 : 8 | -2 | 8 | -1 | 5 | 7 | 7 | 3 | 2
20) C/C(CCc1ccccc1)=N/NC(=O)C(=O)NC(C)c1ccccc1 (centres undefined)
 : -3 | -2 | 0 | 4 | 12 | 7 | 4 | 4 | 8
21) COC(=O)c1cc(C#N)c(Oc2ccccc2)nc1C
 : 4 | -1 | -4 | 0 | 6 | -2 | 2 | -1 | 11
22) Nc1nc2ccccc2n1C(=O)c1ccc(F)cc1
 : 7 | 3 | 12 | 1 | 1 | 1 | 0 | -5 | -5
23) CC(=O)c1ccc(NC(=O)C(C)OC(=O)c2ccc(NS(=O)(=O)c3ccc(F)c(F)c3)cc2)cc1 (centres undefined)
 : 2 | -3 | -3 | -7 | -5 | -9 | -3 | 2 | 0
24) Cc1ccc(NCc2nnc(SCC(=O)Nc3ccccc3)n2CC2CCCO2)c(C)c1 (centres undefined)
 : -3 | -3 | 17 | -6 | 3 | -1 | -3 | -5 | 6
25) O=C(Nn1c(-c2ccncc2)nc2ccccc2c1=O)c1ccccc1Br
 : 0 | -5 | 0 | 1 | 6 | 3 | -7 | 6 | 1
26) CCOC(=O)C1CCCN(CC(=O)c2c[nH]c3ccc(C)cc23)C1 (centres undefined)
 : . | 5 | 20 | 3 | . | 3 | 1 | 0 | .
27) COc1ccc(C(=O)NCCc2nnc(SCC(=O)Nc3ccccc3C(C)C)n2C)cc1
 : 0 | 2 | 15 | -1 | 2 | 4 | 4 | 0 | -2
28) COC(=O)CCc1sc(Nc2ccc(Br)cc2)nc1-c1ccc(OC)cc1
 : 5 | 5 | 12 | 0 | 5 | 4 | 7 | 17 | 11
29) Cc1cc2oc(=O)cc(CN(C)Cc3ccccc3Cl)c2cc1C
 : 7 | -1 | -3 | -2 | 5 | 0 | 0 | 4 | 5
30) COc1ccccc1NC(=O)CSc1nnnn1-c1ccc(C(=O)O)cc1
 : -3 | 0 | -13 | -2 | 1 | 1 | -1 | -1 | 1

(list continues)
The line under a structure holds: PAFAH2 FP inh | PAD4 inh | PREPL inhibitor | LYPLA1 counter | PAFAH1B2 FP inh | GSTO1 inh | LYPLA2 counter | pPAFAH FP inh | PAFAH1B3 FP inh
31) N/C(=N\OC(=O)CCC1CCCCC1)c1ccc([N+](=O)[O-])cc1
 : 20 | -1 | 14 | 0 | 25* | -2 | 0 | 9 | 2
32) ClCC1=Nc2ccccc2Cc2ccccc21
 : . | -9 | 4 | -6 | . | 2 | -5 | 11 | .
33) Cc1cccc(C)c1NC(=O)N1C(C(=O)O)CSC1C(=O)O (centres undefined)
 : -6 | -4 | 4 | 2 | 3 | -1 | 3 | 3 | -7
34) COc1cc(CNc2cccc(C(=O)O)c2)cc(Br)c1OCC(=O)NC(C)(C)C
 : 5 | -3 | 0 | -2 | 0 | -2 | 7 | 4 | 15
35) CC(C)(C)c1cc(=O)[nH]c(SCc2ccccc2)n1
 : 14 | -2 | -5 | -2 | 21 | -21 | -1 | 31* | 1
36) Cc1ccc(SCC(=O)NCCCc2ccccc2)cc1
 : 7 | 1 | -31 | -3 | 16 | 6 | -3 | -1 | 7
37) O=C(Nc1ccc(F)cc1)c1sc2cc(C(F)(F)F)cnc2c1-c1cccs1
 : 0 | -2 | 5 | -6 | 5 | 1 | -10 | -5 | 4
38) CC(C)[C@@H](N)C(=O)NCC1CCC(C(=O)N[C@@H](Cc2ccccc2)C(=O)O)CC1 (some centres undefined)
 : 2 | 2 | -5 | 0 | 2 | 5 | 6 | 6 | 3
39) CN(C)/C=C1\C(=O)N(c2ccc(Cl)cc2)CS1(=O)=O
 : -6 | 3 | -14 | -1 | 3 | -5 | 1 | 4 | 1
40) COc1ccccc1/C=N/NC(=O)c1cccc2ccccc12
 : 2 | 0 | -8 | -1 | 1 | 0 | 2 | 4 | 8
41) C=CCC1(N(C(C)=O)c2ccccc2C)CCCCC1
 : -5 | -4 | 10 | -3 | 12 | 5 | -11 | -3 | 5
42) CCOC(=O)Nc1ccc2nc(Sc3ccc(Cl)cc3)sc2c1
 : -5 | -1 | 15 | -12 | 3 | -7 | -15 | 9 | -3
43) O=C(CCC(=O)NNC(=O)Nc1ccc(Cl)cc1)NCc1ccccc1
 : 1 | -4 | 11 | 1 | 6 | 3 | 6 | 4 | 0
44) O=[N+]([O-])c1ccc2nc(SCc3cn4cc(Cl)ccc4n3)[nH]c2c1
 : -7 | -4 | 2 | -5 | 0 | 3 | -15 | 4 | -1
45) CCNc1nc(NC(C)CC)nc(Oc2ccc(OCC)nn2)n1 (centres undefined)
 : -6 | 2 | 19 | 1 | 0 | 12 | 0 | 4 | -5
46) O=C(NCC1CCCO1)c1cc2c([nH]c3ccccc32)c(-c2cccc(Br)c2)n1 (centres undefined)
 : -32 | 10 | 0 | -28 | -3 | -19 | -29 | -6 | -14
47) O=C(c1ccc(Br)s1)N1CCN(C/C=C/c2ccccc2)CC1
 : 4 | -3 | 13 | 10 | 1 | 7 | 36* | -4 | 0
48) Cc1cccn2cc(-c3ccc(S(=O)(=O)N4CCCCC4)cc3)nc12
 : 7 | -2 | -2 | -2 | 10 | 2 | -1 | 0 | 8
49) O=c1oc2ccccc2cc1-c1nnc(-c2cccc(Br)c2)o1
 : -3 | -3 | 11 | 2 | 1 | 10 | 10 | -4 | 11
50) CN1CCN(C(c2ccccc2)c2nnnn2Cc2ccccc2)CC1 (centres undefined)
 : 8 | 3 | 2 | 4 | 1 | 5 | 6 | 7 | 9

High-throughput results (PubChem BioAssay)
